GLP1R inv ag = qHTS of GLP-1 Receptor Inverse Agonists (Inhibition Mode); HEK293 GLP-1R CRE-luciferase, luminescence, 24 h; GLP-1R form is constitutively active; Potency, µM (titrated, usually from 38.3 µM), inactives show at the top dose activity change, negative = inhibition, hits mostly inhibitors; AID 624417, 2012; Glucagon-like peptide 1 receptor (Homo sapiens), P43220; 1.6% of 410,000 active; further: on the % scale 0 is the no-effect control and ±100 the full control effect; nearly all actives have a fitted effect of over 55% in size
Target sequence (P43220 whole entry, looked up): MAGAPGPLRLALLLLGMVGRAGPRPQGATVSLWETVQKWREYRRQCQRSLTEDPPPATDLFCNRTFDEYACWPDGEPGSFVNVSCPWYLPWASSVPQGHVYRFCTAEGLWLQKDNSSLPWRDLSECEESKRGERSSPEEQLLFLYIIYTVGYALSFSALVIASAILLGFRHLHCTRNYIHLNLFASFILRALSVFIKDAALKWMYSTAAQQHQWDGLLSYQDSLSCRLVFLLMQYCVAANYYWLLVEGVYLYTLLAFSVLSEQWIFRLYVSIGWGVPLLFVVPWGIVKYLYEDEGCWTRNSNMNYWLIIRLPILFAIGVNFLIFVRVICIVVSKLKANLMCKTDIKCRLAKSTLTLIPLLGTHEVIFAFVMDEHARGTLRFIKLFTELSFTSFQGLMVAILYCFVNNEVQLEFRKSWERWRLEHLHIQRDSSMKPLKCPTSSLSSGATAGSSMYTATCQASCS
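Luminescence readout: a drop in cAMP-driven luciferase signal flags inverse agonism at a constitutively active GLP-1R stably expressed in HEK293. Compound exposure lasted 24 hr at 37 deg C, 5% CO2.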
HT1080 IDH1KD tx = qHTS for induction of synthetic lethality in tumor cells producing 2HG: qHTS for the HT-1080-IDH1KD cell line; AID 686971, 2013; HT-1080 IDH1 knockdown viability, ATP luminescence, 48 h; 2% of 360,000 active; Potency, µM (series often up to 46.1 µM), without a hit: at the highest dose activity, negative = toxicity, hits mostly cytotoxic;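 further: 0% = DMSO wells and -100% = cell-free medium wells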
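% activity derives from luminescence (CellTiter-Glo), normalised to DMSO and no-cell wells. HT-1080-IDH1KD cells, 750/well, had 48 h compound exposure at 37 °C.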
HEK293 tox = qHTS of GLP-1 Receptor Inverse Agonists: Cytotox Screen | HEK293 cAMP-luciferase reporter cells, luminescence, 24 h | Potency, µM (top dose mostly 38.3 µM), inactives show at the highest dose activity change, negative = inhibition, usual class: inhibitors | 0.13% of 410,000 active;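 further: loss of luciferase light is scored as toxicity; on the % scale 0 is the no-effect control and ±100 the full control effect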
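Here, cytotoxicity is scored as loss of luminescence. The MLSMR collection was tested on cells seeded in medium containing 10% Nu serum, with a 24 hr compound exposure preceded by 12 hours of culture.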
TDP-43 yeast inh = qHTS of TDP-43 Inhibitors; TDP-43 expressing yeast growth rescue, BacTiter-Glo, 24 h; Potency, µM (top dose mostly 46.1 µM), for the others: top-dose growth rescue (activation), usual class: activators; 1.8% of 410,000 active; further: % of control where 0% means no effect; nearly all actives have a fitted effect of over 50% in size
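Readout is BacTiter-Glo luminescence of cell growth, so inhibitors register as activators. TDP-43-expressing yeast at OD600=0.02 in galactose medium, after raffinose pregrowth to mid-log, were incubated with compound for 24 hr at 30 deg C.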
KB-3-1 cytotox = qHTS assay for MDR1-selective chemotherapeutics: Primary screen using the parental adenocarcinoma cell KB-3-1 | KB-3-1 viability, CellTiter-Glo ATP luminescence, 72 h | Potency, µM (doses to about 46.1 µM), for the others: at the top dose activity change, negative = cytotoxic, hits mostly cytotoxic | 1.4% of 400,000 active | AID 1347075, 2019; further: on the % scale 0 is the no-effect control and ±100 the full control effect; nearly all actives have a fitted effect of over 60% in size
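Cytotoxicity in the drug-sensitive parental line KB-3-1 was scored as loss of CellTiter-Glo luminescence following 72 h incubation with compound. Values come from curve fitting of normalized concentration-response data.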
HT1080NT lethal = qHTS for induction of synthetic lethality in tumor cells producing 2HG: qHTS for the HT-1080-NT fibrosarcoma cell line; HT-1080-NT fibrosarcoma viability, CellTiter-Glo ATP luminescence, 48 h; Potency, µM (doses to about 46.1 µM), for the others: top-dose activity, negative = less viability, usual class: cytotoxic; 1.6% of 360,000 active;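 further: NT is the 2HG producing partner of a matched IDH1 knockdown line; 0% = DMSO-treated cells and -100% = media-only wells without cells; nearly all actives have a fitted effect of over 55% in size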
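A 48-hour cytotoxicity screen used HT-1080-NT cells plated 2 hours before compound delivery. ATP-based CellTiter-Glo luminescence measured viability, normalized to DMSO and no-cell controls.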
KB-V1 MDR tox = qHTS assay for MDR1-selective chemotherapeutics: Primary screen using the drug-selected MDR subline cells KB-V1. Potency, µM (top dose mostly 46.1 µM), inactives show at the top dose activity change, negative = cytotoxicity, usual class: cytotoxic. 3.4% of 400,000 active. KB-V1 MDR cells viability, CellTiter-Glo, 72 h; further: on the % scale 0 is the no-effect control and ±100 the full control effect; nearly all actives have a fitted effect of over 60% in size
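KB-V1 MDR subline cells in DMEM (phenol-red free, 10% FBS) exposed to compounds in qHTS concentration series for 72 h at 37 degrees C. Viability read by CellTiter-Glo luminescence; concentration-effect curves fitted after normalization and correction.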
SW480 rereplic = A quantitative high throughput screen for small molecules that induce DNA re-replication in SW480 colon adenocarcinoma cells. SW480 DNA re-replication, Hoechst DNA content imaging, 48 h. Potency, µM (series often up to 46.1 µM), inactives show at the top dose re-replication activation, actives largely listed as activators. 1.8% of 340,000 active; further: % of control where 0% means no effect; nearly all actives have a fitted effect of over 55% in size
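250 cells/well; 23 nL cpd via pin tool; 48 hr, 37 C, 5% CO2; Hoechst 40 min; imager read of total nuclear intensity, ex 405/em 500-530 nm.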
GLP1R ag = qHTS of GLP-1 Receptor Agonists. HEK293 GLP-1R CRE-luciferase, luminescence, 4-6 h; cells express a hypersensitive GLP-1R form. Potency, µM (titrated, usually from 45.6 µM), for inactives: at the highest dose activation, most hits filed as activators. 0.007% of 380,000 active; further: % of control where 0% means no effect
Starred values were filed as active, the others as inactive; ? = inconclusive; nt = not tested or not shown; & = joins results of further samples; [ ] = another dose, or the depositor's remark. The call rests on the fitted dose curve; in most records, active means well fitted curve in the direction sought with a large enough effect; inconclusive means small, poorly fitted or top-dose-only effect, or another doubt; inactive means no such curve, though single readings can be large; an effect the other way counts as inactive or inconclusive. Potency means the concentration at half of the fitted maximal effect.

SMILES | GLP1R inv ag | HT1080 IDH1KD tx | HEK293 tox | TDP-43 yeast inh | KB-3-1 cytotox | HT1080NT lethal | KB-V1 MDR tox | SW480 rereplic | GLP1R ag
COc1ccccc1C(=O)NCC(=O)NNC(=O)C1COc2ccccc2O1 (stereo not given) | -4% | 13% | 2% | 12% | 0% | 11% | ? | 1% | -12%
CNC(=O)c1c(C)[nH]c(=S)c(C#N)c1-c1ccco1 | 17% | 7% | -11% | 14% | -5% | 0% | -4% | 2% | -2%
COCC(C)NC(=O)COCc1cc(-c2ccc3c(c2)OCO3)on1 (stereo not given) | 2% | 0% | -25% | 12% | -2% | 1% | 2% | -11% | -2%
Cn1nccc1C(=O)Nc1nnc(C2CC2)s1 | 14% | 3% | -2% | -12% | -2% | 0% | 12% | 1% | 4%
C/C(=N\OCc1nc2ccccc2c(=O)n1/N=C/c1cc(C)cc([N+](=O)[O-])c1O)c1ccccc1 | 14% | 0% | -4% | 4% | 14% | -6% | -2% | -6% | 0%
O=C1C(=Nc2cccc(Cl)c2)CC(c2ccc(Cl)cc2)N1c1cccc(Cl)c1 (stereo not given) | -3% | 8% | 7% | -3% | 0% | 11% | -16% | -1% | -2%
O=C(Cc1ccc(F)cc1)Nc1nnc(SCC(=O)N2CCCCC2)s1 | 10%[7.66 µM] | 6% | 14%[7.66 µM] | 3% | -1% | 1% | ? | -3% | -4%
COc1cc(CC(=O)OCC(=O)Nc2ccc(N3CCOCC3)cc2)cc(OC)c1OC | 8% | -2% | -10% | 3% | 7% | 5% | 8% | -13% | 6%
CCCc1[nH]n(-c2ccc(F)cc2)c(=O)c1C=NCC1CCCO1 (stereo not given) | 11% | 10% | -16% | 25% | 21% | 8% | 23% | -6% | 2%
COc1ccc(OC)c(CNC(=O)C2CCN(S(=O)(=O)N3CCCCC3)CC2)c1 | 3%&-1% | 2% | 23%&-6% | -4%&14% | 0% | 1% | -7% | -14% | -1%
CC1=C(C(=O)Nc2ccccc2)C(c2cc(CN3CCOCC3)cs2)C2=C(CCCC2=O)N1 (stereo not given) | 17% | -20% | 0% | -12% | -3% | 1% | 6% | 0% | 2%
CC(C(=O)N1CCc2ccccc2C1)N(c1ccccc1)S(C)(=O)=O (stereo not given) | 24% | 0% | 0% | 6% | -4% | 11% | -16% | -1% | 12%
C/C(=N\NC(=O)c1ccccc1)c1ccc(-n2ccnc2)cc1 | 14% | 3% | -1% | 16% | 9% | 5% | 2% | -5% | 12%
COc1cc(C(=O)NCC(c2ccccc2)N(C)C)ccc1OCC(=O)N1CCOCC1 (stereo not given) | 10% | 6% | 9% | 25% | 12% | 12% | -1% | -1% | 6%
CCOc1cccc2sc(N(CCN(C)C)C(=O)/C=C/c3cccs3)nc12 | ? | ? | -24% | -16% | -8% | ? | 0% | ? | 8%
Cc1ccc(C(=O)Nc2ccc3c(c2)CCC3)cc1 | ? | -5% | -6% | 10% | ? | -11% | 0% | 2% | -1%
NCCCC[C@H]1CNC(=S)N1CCc1cccc(F)c1 | -6% | -5% | 3% | -3% | 6% | -19% | 6% | -8% | -4%
Clc1ccc(-c2nc3ncccn3c2Cl)cc1 | -6% | 0% | 0% | 11% | -3% | 20% | ? | 17% | 6%
CCOc1cc(C(=O)OCC(=O)Nc2cc(C)on2)ccc1OCC(C)C | -30% | -8% | 10% | -23% | 0% | 6% | -10% | -3% | 8%
CN(C)c1ccc(C(C(=O)NCC2CCCO2)N(C(=O)c2snc(C(N)=O)c2N)c2ccc3c(c2)OCO3)cc1 (stereo not given) | 19% | 0% | 1% | -7% | -4% | 4% | 28% | -7% | 9%
COc1cc([C@H]2[C@@H]3CCCC[C@]3(O)CCN2CC(=O)Nc2ccc(C)cc2C)ccc1O | 0% | -10% | -14% | ? | -9% | -1% | -20% | -2% | 6%
COc1ccc(N(C)S(=O)(=O)c2cccc3nsnc23)cc1 | -7% | 1% | -6% | 17% | 1% | 1% | 13% | 4% | 14%
C=CC[C@H](CC(=O)OC(C)(C)C)C(=O)OC[C@@H]1CCCN1C(=O)[C@@H](CC=C)CC(=O)NCCO | 16% | 15% | 5% | 0% | 29% | 12% | ? | -2% | -3%
O=C(NCCNC1CCC(c2ccccc2)CC1)c1cccs1 (stereo not given) | ? | ? | -7% | 14% | -1% | ? | ? | ? | 9%
Cc1nn(C)cc1C(=O)Nc1ccccc1Br | 2% | 23% | 7% | ? | -3% | 24% | -3% | -5% | 3%
Cn1cc([N+](=O)[O-])c(C(=O)N/N=C/c2cc3c(cc2Br)OCO3)n1 | 12% | -1% | -7% | -9% | -22% | -2% | -6% | ? | 0%
CCOC(=O)c1ccc(N2C(=O)c3[nH]nc(-c4ccccc4)c3C2c2ccc(C(C)C)cc2)cc1 (stereo not given) | 0% | nt | 4% | -6% | 18µM* | nt | ? | nt | 0%
COc1ccc(NC(=O)Cc2ccc(Cl)cc2)cc1S(=O)(=O)N1CCCCC1 | ? | -12% | 1% | 12% | -23% | -1% | 0% | -48%[inhibitor] | 4%
COc1ccc(NC(=O)N2CCc3ccccc32)cc1 | ? | ? | -14% | 3% | ? | ? | ? | -2% | -10%
COc1ccc(OC2CCN(S(=O)(=O)c3ccc(OC)c(OC)c3)CC2)cc1 | -21% | -14% | -6% | 22% | 1% | -9% | -20% | -5% | 10%
COc1cc2cc(CCO)oc(=O)c2cc1OC | -3% | 4% | 4% | 15% | 3% | 0% | -13% | -2% | -3%
COc1cc2c(cc1OC)CN(Cc1cc(=O)oc3cc(C)c(C)cc13)CC2 | 0% | 0% | 11% | -25% | -1% | 1% | 3% | 2% | -4%
O=C1CC(NS(=O)(=O)c2cccnc2)CN1c1cccc(F)c1 (stereo not given) | 5% | 0% | -9% | -3% | 5% | 11% | 29% | -2% | 1%
COc1ccc(CC(=O)N2CCN(c3ccccc3OC)CC2)cc1OC | 10% | 2% | -1% | 12% | -1% | -7% | 5% | -8% | 2%
Cn1c(=O)[nH]c(=O)c2c1nc(NCc1ccco1)n2CCCc1ccccc1 | 75%[activator] | -1% | 12% | -11% | -23% | -8% | ? | -1% | 8%
O=C(CSc1n[nH]c(-c2cccs2)n1)N1CCCc2ccccc21 | 5% | -15% | -11% | 8% | -27% | -7% | ? | -5% | -1%
CN1N=C2c3ccccc3CCC2C1c1ccc(F)cc1 (stereo not given) | 25% | 7% | 8% | 0% | 12% | 0% | 2% | -20% | -1%
CC(C)Oc1ccc(CNC(=O)c2sc3ncccc3c2-n2cccc2)cc1 | ? | nt | -6% | 9% | -20% | nt | -21% | nt | nt
CCC(C)c1ccc(OCC(=O)O)cc1 (stereo not given) | 1% | 6% | 3% | 16% | 2% | 7% | 22% | 1% | -3%
Cc1cc(OCC(=O)NC(Cc2ccc(Cl)cc2)C(=O)O)c2c(C)c(C)c(=O)oc2c1 (stereo not given) | -14% | 0% | 1% | -22% | -5% | -7% | 0% | ? | -4%
CC(C)NC(=O)NC(=O)COC(=O)c1cccc(OC(F)F)c1 | 16% | 0% | 0% | 19% | 8% | 4% | 0% | 3% | 0%

Given in CSV form: five of the compounds above
molecule,GLP1R inv ag,HT1080 IDH1KD tx,HEK293 tox,TDP-43 yeast inh,KB-3-1 cytotox,HT1080NT lethal,KB-V1 MDR tox,SW480 rereplic,GLP1R ag
COc1ccc(OC2CCN(S(=O)(=O)c3ccc(OC)c(OC)c3)CC2)cc1,-21%,-14%,-6%,22%,1%,-9%,-20%,-5%,10%
CN1N=C2c3ccccc3CCC2C1c1ccc(F)cc1 (stereo not given),25%,7%,8%,0%,12%,0%,2%,-20%,-1%
CNC(=O)c1c(C)[nH]c(=S)c(C#N)c1-c1ccco1,17%,7%,-11%,14%,-5%,0%,-4%,2%,-2%
CCOC(=O)c1ccc(N2C(=O)c3[nH]nc(-c4ccccc4)c3C2c2ccc(C(C)C)cc2)cc1 (stereo not given),0%,nt,4%,-6%,18µM*,nt,?,nt,0%
COc1ccc(NC(=O)N2CCc3ccccc32)cc1,?,?,-14%,3%,?,?,?,-2%,-10%

Compound activity: PubChem, National Center for Advancing Translational Sciences (NCATS)
